T cell modulator – modulates CD8 T cell binding to vesicles; calls only at 7 µM; 2C CD8+ T cell-vesicle binding, flow cytometry; active compounds read low; actives 0.068% (n = 330,000);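 active means response, share of CD8 T cells binding vesicles, and their 90th percentile fluorescence all below set limits, cut at about 80% in these data, passing the limit was not always enough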
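Material: 2C TCR transgenic mouse naive CD8+ T cells, MACS-purified. Also added: QL9-charged Drosophila Ld/ICAM-1/B7-1 vesicles. Timing: binding 1.5 h at 37 °C. Measured by: high-throughput flow cytometry with anti-B7-1 and anti-CD8 staining. Read-out: percent CD8+ FL2 mean versus row control. Controls: Unloaded micro-vesicles (low), QL9 vesicles with 0.7% DMSO (high).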
human PMI inhibition – inhibitors of human PMI, primary screen, biochemical, fluorescence intensity, coupled assay (AID 1209); inhibition, % at 20 µM; hits with a dose series show IC50 in µM; actives 0.42% (n = 190,000); purified PMI enzyme, coupled fluorescence intensity; higher % means a stronger effect;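 further: plate controls were DMSO vehicle for no effect and wells lacking substrate for full effect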
Lipid droplet – modulators of hepatic lipid droplet formation | AML12 mouse hepatocytes, oleate lipid droplets, BODIPY imaging | inhibition, % at 6.5 µM | actives 0.4% (n = 240,000);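 active means lipid droplet intensity inhibited by at least 50%, with more than 500 cells counted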
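Material – mouse AML12 hepatocyte cell line, fixed after treatment · Compound dosing – one dose, 6.5 µM compound · Times – compound with oleate, overnight · Measured by – Image-based BODIPY and DAPI two-channel analysis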
PMI inhibition – human PMI inhibitors, high substrate, primary screen, biochemical, fluorescence intensity, high mannose 6-phosphate (AID 1220) | recombinant PMI enzyme, coupled fluorescence intensity; higher % means a stronger effect | inhibition, % at 20 µM; hits with a dose series show IC50 in µM | actives 0.66% (n = 190,000)
b-catenin transl – modulators of beta-catenin nuclear translocation; HeLa beta-catenin nuclear translocation, immunofluorescence imaging; nuclear translocation activity, % at 5 µM; actives 0.3% (n = 190,000); AID 1665;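 active means nuclear translocation activity above 50% at 5 µM, with a well cell count of 50 or more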;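 further: per-cell ratio of nuclear to cytoplasmic median beta-catenin stain intensity; plate controls were DMSO negative control for no effect and GSK-3 inhibitor IX positive control for full effect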
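Test system: human HeLa cells, native beta-catenin. Compound dosing: 5 µM primary single dose, 0.1% DMSO, 0.02–20 µM confirmation series. Incubation: compound exposure 24 h at 37°C. Detection: beta-catenin immunostaining with DAPI counterstain, 20x imaging, 6 fields/well. Read-out basis: Nuclear/cytoplasmic beta-catenin signal ratio, % activation.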
TNAP activation fold – human TNAP enzyme activators, primary screen, biochemical, luminescent, no phosphate acceptor, uHTS (AID 1001) | purified TNAP, luminescent activation assay, no phosphate acceptor; higher activation fold means a stronger effect | activation fold at 20 µM, or EC50 in µM where a hit was titrated | actives 0.03% (n = 200,000); in the data active means activation fold from about 3, or a potency from the dose series; inactive means the rest, 99 in 100 with activation fold below about 1.6; further: many of its hits are not listed in these tables
MT stabilizer – stabilizes microtubules in HeLa cells; HeLa tubulin immunostaining HCS, 24 h; share of cells brighter than vehicle mean+2SD; % tubulin-high responders, % at 10 µM; actives 0.83% (n = 200,000); AID 2205;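 active means plate Z-score above 3 for both tubulin-high and condensed-nucleus cell shares, with cell loss under 80%, at 10 µM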;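 further: anti alpha tubulin signal scored within the nucleus-defined area of each cell; some results filed as inactive read as strong as hits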
Autophagy mod – alters autophagy in cells. MEF GFP-LC3 puncta imaging; test concentration mostly 10 µM. calls only at 10 µM (by protocol). actives 0.98% (n = 190,000);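 active means percentage of spot-positive cells more than 3 SD above its plate mean, without a fluorescence outlier flag or 80% toxicity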;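 further: spot-positive cell cutoff set from DMSO-treated cells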
Ins promoter up – MIN6 insulin promoter up-regulation. MIN6 insulin promoter-GFP reporter, high-content imaging; active compounds read high. z-score at 5 µM. actives 0.3% (n = 190,000). AID 1625;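 active means z-score above 3 at 5 µM with at least 500 cells counted in the well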
Ins promoter up cell count – also measured in Ins promoter up; calls as there; cell count; measured here: cytotoxicity, nuclei count;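 total cells summed across four imaged fields per well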
Lipid droplet cells 6.5 µM – recorded beside Lipid droplet, whose call it bears; cell count; measured here: cell count, cytotoxicity flag;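 cells counted across two imaged fields per well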
b-catenin transl cell count 5 µM – recorded beside b-catenin transl, whose call it bears; cell count; measured here: cell count, cytotoxicity flag
T cell modulator vesicle-bound % – recorded beside T cell modulator, whose call it bears; double positive events, %; measured here: CD8+ vesicle-bound cell fraction;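 binding gate set so that unloaded-vesicle control wells show 10% double positive cells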
MT stabilizer Hoechst-high % – second read-out of MT stabilizer, no call of its own (marks repeat the call); % Hoechst-high responders; measured here: nuclear condensation Hoechst responders;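 share of cells brighter than vehicle mean plus two SD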
MT stabilizer cytotoxicity % – also measured in MT stabilizer; calls as there; toxicity, %; measured here: cytotoxicity by cell density;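 0% = mean cell density of plate MIN control wells and 100% = no cells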
Autophagy mod cell loss 18 h – also measured in Autophagy mod; calls as there; toxicity, %; measured here: cell loss, nuclei count;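 cell loss after 18 h compound exposure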
The depositor's hits bear a star; i = inactive; x = not tested or not shown. Unless noted, no stated cut-off is given here; in the data, active means inhibition above about 50%; inactive means the rest.

SMILES	T cell modulator	T cell modulator vesicle-bound %	human PMI inhibition	Lipid droplet	Lipid droplet cells 6.5 µM	PMI inhibition	b-catenin transl	b-catenin transl cell count 5 µM	TNAP activation fold	MT stabilizer	MT stabilizer Hoechst-high %	MT stabilizer cytotoxicity %	Autophagy mod	Autophagy mod cell loss 18 h	Ins promoter up	Ins promoter up cell count
Clc1ccc(CSc2nncn2-c2ccccn2)cc1	i	34.2	8.4%	-1.1	753	5.1%	-3.5	1168	1.1	4.5	3.2	3.8	i	0.8	0.27	960
Cc1cccc(C)c1OCCSc1n[nH]c(N)n1	i	9.0	-1.5%	17.7	743	-1.4%	x	x	1.1	2.2	1.8	4.6	i	34.7	x	x
Cc1ccccc1NC(=S)NCCc1ccccn1	i	26.6	-3.6%	x	x	-5.4%	-0.9	1338	1.1	2.1	1.4	8.8	i	-1.2	-0.17	1718
CCOc1ccc(CN2CCN(Cc3cnc(-c4ccccc4)s3)CC2CCO)cc1 (stereo not given)	i	47.5	5.8%	-5.3	721	6.2%	1.3	1445	1	1.3	0.8	4.4	i	-4.8	-0.14	1305
O=C(OC(C(=O)NCC1CCCO1)c1ccccn1)c1cccs1 (stereo not given)	i	28.8	2.7%	x	x	-1.2%	x	x	1.1	1.4	0.8	8.7	i	-4.6	1.1	1018
O=C(c1cc(S(=O)(=O)N2CCOCC2)c(Cl)cc1Cl)N1CCCCC1	i	8.1	4.3%	x	x	15.4%	-5.5	949	1	2.2	1.5	6.0	i	-10.6	-0.28	1168
CCCCn1c(C)cc(/C=C(\C#N)C(=O)O)c1C	i	37.2	10.4%	6.7	594	5.1%	-1.8	1001	1.1	1.5	4.6	7.7	i	0.8	x	x
CC(C)COc1cccc(C(=O)NC(=S)Nc2cccc(NC(=O)c3ccccc3Cl)c2)c1	i	29.3	12.9%	-4.0	702	10.6%	-2.7	1157	1.1	2.9	2.5	3.8	i	6.4	0.21	1357
CC(=O)Nc1cc(S(=O)(=O)Nc2cccc(C)c2)c(C)cc1C	i	50.4	9.9%	x	x	11.1%	x	x	1	3.4	2.6	5.7	i	-30.5	x	x
CSc1n[nH]c(/N=C/c2oc(O)c3ccccc23)n1	i	61.8	-57.7%	17.9	704	-61.4%	-0.8	1062	1	3.1	2.4	3.8	i	-11.2	0.96	1261
O=C(Nc1ccc(Cc2ccc(NC(=O)C3CC3)cc2)cc1)C1CC1	i	2.1	-1.9%	0.7	641	-0.9%	-2.8	1140	1	1.6	1.3	7.1	i	-6.7	0.18	1347
CCCOC(=O)c1ccc(Cl)c(NC(=O)c2cccnc2)c1	i	57.2	1.8%	-2.9	710	-7.3%	0.0	1027	1.1	2.6	1.8	5.8	i	11.8	-0.08	1424
O=C(NCCF)[C@H]1C[C@@H]1[C@H](NP(=O)(c1ccccc1)c1ccccc1)c1ccccc1	i	39.0	1.4%	14.9	743	12.3%	3.9	449	1.1	6.5	1.2	7.1	i	6.5	-0.16	665
Cc1cccc(C(C)Nc2ccc([N+](=O)[O-])cn2)c1 (stereo not given)	i	5.4	13.1%	x	x	14.3%	x	x	1	2.3	1.8	9.0	i	-23.3	x	x
CC1CC1c1ccc(/C=C(\C#N)C(=O)Nc2ccccc2Cl)o1 (stereo not given)	i	44.6	18.1%	7.7	679	9.6%	0.5	947	1.1	6.6	1.6	2.2	i	10.1	-0.54	1289
CCOC(=O)CNC(=O)CSc1nnc(-c2ccccc2)n1Cc1ccco1	i	25.9	-6.7%	-1.1	800	-25.5%	4.3	1001	0.9	1.6	1.6	13.7	i	-9.7	0.3	951
CC(NC(=O)/C=C/c1ccco1)c1nc2ccccc2n1Cc1c(Cl)cccc1Cl (stereo not given)	i	41.8	-4.3%	-0.9	522	-3.8%	-1.4	874	1.1	3.8	4.7	5.4	i	-0.2	-0.32	1432
Cc1cc(C(=O)OCC(=O)N2CC(C)OC(C)C2)ccc1[N+](=O)[O-] (stereo not given)	i	19.0	-29.6%	4.4	663	-19.4%	-4.1	1036	1	3.0	2.9	7.5	i	-13.2	0.09	1202
c1ccc2c(Cn3nnc4ccccc43)cccc2c1	i	48.5	13.8%	-20.5	819	9.9%	0.3	830	1.1	2.5	1.4	4.5	i	-4.2	0.59	1204
Cc1nc(SCC(=O)Nc2cccnc2Cl)nc(C)c1C	i	43.3	2.1%	-3.7	659	4.8%	-1.2	1076	1	3.3	1.5	4.0	i	9.1	0.9	1196
CCOC(=O)C1CCN(CC(O)COc2ccc(C(C)(C)C)cc2)CC1 (stereo not given)	i	19.9	15.5%	x	x	14.8%	2.5	1126	1	3.1	1.2	5.2	i	1.2	-1.31	1206
CC(C)C(=O)N1CCN(c2cc(N3CCN(C)CC3)c(F)cc2[N+](=O)[O-])CC1	i	11.5	-1.7%	-1.6	752	-7.3%	1.6	558	1	1.4	1.0	0.6	i	-18.5	x	x
Cc1ccc(NCc2ccccc2O)cc1	i	41.0	13.8%	-8.7	754	10.7%	3.2	1155	1.1	1.1	1.5	3.6	i	-2.6	0.92	933
CCOc1ccc(NC(=O)Nc2cccs2)cc1	i	50.0	-12.3%	19.9	812	-19.5%	x	x	1.2	1.4	2.0	13.5	i	-1.4	-0.57	947
O=C(Nc1cccc(-c2ccccc2)c1)N1CCN(C(=O)Nc2cccc(-c3ccccc3)c2)CC1	i	13.1	x	0.2	701	x	0.6	1121	x	x	x	x	x	x	-0.51	1291
O=C(NNC(=O)c1csc(-c2cnccc2C(F)(F)F)n1)c1ccc(C(F)(F)F)cc1	i	21.2	x	2.2	715	x	-0.4	1285	x	x	x	x	x	x	-0.19	1132
N#C/C(=C(/O)CCl)c1nc2ccccc2[nH]1	i	47.7	-7.5%	14.2	687	28.5%	1.4	1044	1.2	4.2	2.9	7.7	i	-3.6	-0.82	1157
CCN(CC)CCCN1C(=O)C(O)=C(C(=O)c2ccco2)C1c1ccc(OC(C)C)cc1 (stereo not given)	i	28.1	2.2%	x	x	5.8%	1.3	1210	1	2.2	1.9	3.2	i	-49.4	0.5	1098
CCOC(=O)N1CCN(C(=O)CCSc2ccc(C)cc2)CC1	i	44.3	-18.6%	-10.4	726	-25.2%	-2.0	1150	1	1.9	0.4	40.2	i	-6.8	-0.24	1275
O=C(COC(=O)c1ccccc1Br)Nc1ccccc1F	i	18.5	12.8%	4.0	706	8.0%	0.6	1056	1	4.5	2.3	6.7	i	30.3	-0.02	1355
Cc1ccc(C(=O)NCc2ccccn2)o1	i	30.4	-6.8%	11.0	718	-1.4%	-0.7	521	1.1	3.7	2.7	6.9	i	-24.8	-0.29	1267
O=C(O)c1cnc(-c2ccccc2)nc1C(F)(F)F	i	64.9	-11.9%	1.6	656	-12.6%	-4.5	1143	1	1.1	2.0	2.4	i	-41.4	-0.38	1510
Cc1nc2ccccc2c(=O)n1NC(=O)c1cncc(Br)c1	i	62.5	0.8%	-9.2	701	4.1%	-0.3	968	1	1.7	3.0	4.0	i	-4.0	0.78	1235
Cc1cccc(C)c1NC(=O)CSc1nnc(-c2cccnc2)o1	i	33.5	2.8%	-1.6	737	5.5%	-0.7	1053	1.1	2.4	2.1	8.2	i	-0.7	0.02	1229
O=C(CCNS(=O)(=O)c1ccc(Cl)cc1)NCc1cccnc1	i	53.8	4.7%	x	x	4.5%	-2.0	1459	1.1	1.6	0.8	7.0	i	-3.3	0.6	1450
CCOc1ccc(-n2c(C)cc(/C=N/N(C)C)c2C)cc1	i	3.4	16.6%	17.0	672	22.9%	1.0	1042	1.1	7.2	2.4	9.0	i	7.0	-0.18	892
CCC(=O)N1CCN(c2ccc(NC(=S)NC(=O)c3cccc([N+](=O)[O-])c3)cc2)CC1	i	49.1	-3.7%	7.0	708	1.7%	0.1	1356	1	0.6	1.4	6.4	i	0.7	-0.29	1135
Cc1ccc(NC(=S)NCCc2ccc(S(N)(=O)=O)cc2)cc1C	i	13.5	11.3%	-8.7	637	5.1%	4.0	983	1.1	2.9	2.5	5.0	i	9.1	-0.09	1344
O=C(NCCCn1ccnc1)c1ccc(N2CCCCC2)c([N+](=O)[O-])c1	i	27.8	5.4%	6.3	692	10.1%	0.7	1104	0.7	3.5	2.4	6.9	i	11.1	-0.17	1145
O=C(C1CC1)N1CCN=C1SCc1ccc(F)cc1	i	16.2	1.9%	x	x	10.4%	x	x	0.9	2.6	5.0	10.5	i	-5.2	0.94	972
Cc1nnc(NC(=O)Cn2c(=O)sc3ccccc32)s1	i	46.8	-4.7%	x	x	-10.3%	x	x	1	6.4	2.3	0.9	i	5.1	0.99	876
O=C(N/N=C/c1ccccn1)c1[nH]c2ccc([N+](=O)[O-])cc2c1-c1ccccc1	i	52.0	7.6%	-1.3	650	9.1%	3.0	1416	1	9.9	23.1	17.5	i	22.2	-0.48	1278
CCOC(=O)c1sc(NC(=O)CSc2nnc(C)s2)c(C(=O)OCC)c1C	i	40.8	11.6%	x	x	11.8%	1.8	1149	1.1	4.9	3.7	6.3	i	-18.3	x	x
CCOC(=O)N1CCC(NC(=O)CCc2nc(-c3ccccc3F)no2)CC1	i	12.0	-5.7%	x	x	1.1%	-0.4	715	1	3.1	1.3	1.6	i	3.1	-0.43	991
CCOc1cc(N2CCOCC2)c(OCC)cc1NC(=O)COC(=O)c1cccc2ccccc12	i	40.9	15.5%	54.6*	584*	16.5%	4.9	1064	1.1	2.3	3.5	8.6	i	7.6	-0.15	1348
CCS(=O)(=O)N1CCC(N2CCC(C)CC2)CC1	i	28.8	x	31.7	669	x	-0.2	1388	x	x	x	x	x	x	-0.39	1001
